High-throughput results as filed in PubChem BioAssay.
M1 antag: blocks human M1 muscarinic receptor | hit rate 1.3% among 360,000 | inhibition, % at 3 µM | CHO-K1 hM1, Fluo-8 calcium fluorescence, ACh EC80 antagonist | AID 588852;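 active means percent inhibition above its own plate's cutoff, namely the mean of that plate's compound wells plus 3 SD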;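 further: peak over basal fluorescence ratio during 140 s after agonist addition; 0% = ACh EC80 plus DMSO and 100% = DMSO alone without agonist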
Target sequence (P11229 whole entry, looked up): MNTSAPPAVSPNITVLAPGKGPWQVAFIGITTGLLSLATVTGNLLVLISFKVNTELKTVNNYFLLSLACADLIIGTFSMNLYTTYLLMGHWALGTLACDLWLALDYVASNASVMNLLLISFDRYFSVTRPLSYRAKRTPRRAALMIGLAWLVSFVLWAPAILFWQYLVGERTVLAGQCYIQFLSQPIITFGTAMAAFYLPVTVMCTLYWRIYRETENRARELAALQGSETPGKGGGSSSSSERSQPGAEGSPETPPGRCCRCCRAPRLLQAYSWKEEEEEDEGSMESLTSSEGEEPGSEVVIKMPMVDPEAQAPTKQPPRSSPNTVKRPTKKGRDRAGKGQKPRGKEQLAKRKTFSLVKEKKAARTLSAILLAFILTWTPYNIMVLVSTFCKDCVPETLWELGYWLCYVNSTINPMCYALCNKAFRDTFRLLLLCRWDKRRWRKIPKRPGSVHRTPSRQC
M1 ag: activates human CHRM1 receptor; CHO-K1 hM1, Fluo-8 calcium fluorescence, agonist mode; 0% DMSO, 100% acetylcholine EC100; activation, % at 3 µM; hit rate 0.33% among 360,000; AID 588814;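 active means activation above the run's mean compound activation plus 3 SD, cut at about 16% in these data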;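 further: peak over basal fluorescence ratio within a 140 s kinetic read after compound addition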
CHO parental Ca: signal in parental CHO cells, OX1R antagonist counter-screen | parental CHO-K1, ATP-induced calcium, Fluo-8 fluorescence | inhibition, % at 5.6 µM | hit rate 0.63% among 330,000;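 active means inhibition above that plate's mean sample inhibition plus 3 SD, cut at about 26% in these data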;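 further: 0% = ATP-challenged DMSO wells and 100% = DMSO wells without ATP; some compounds past the cut are filed as inactive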
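material = parental CHO cells | also added = ATP as calcium-mobilizing challenge | dosing = single point at 5.6 µM | detection = intracellular calcium via Fluo-8 no-wash fluorescent dye | read-out = % inhibition | benchmarks = low control ATP plus DMSO, high control DMSO only | repeats = one well per compound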
M1 ag parental: nonselective activator or artifact in parental CHO-K1 cells. Fluo-8 calcium fluorescence; scaled to maximal ATP response, vehicle zero. activation, % at 3 µM. hit rate 0.48% among 360,000; in the data active means activation above about 15%;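 further: untransfected CHO-K1 host cells lacking M1 receptor as counterscreen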
CHO-K1 Ca antag: M1 antagonist counterscreen hit in parental CHO-K1 cells | inhibition, % at 3 µM | hit rate 0.6% among 360,000 | ATP-induced calcium, Fluo-8 fluorescence | AID 602250;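 active means inhibition above a per-plate cutoff, the plate's mean sample inhibition plus 3 SD, cut at about 24% in these data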;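 further: 0% = DMSO plus EC80 ATP and 100% = DMSO alone without ATP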
CHRM1 PAM: potentiates human M1 receptor response to acetylcholine; P11229; CHO-K1 hM1, Fluo-8 calcium fluorescence, ACh EC20; 0% = ACh EC20, 100% = maximal ACh; activation, % at 3 µM; hit rate 0.088% among 360,000; AID 588819; in the data active means activation above about 19%, passing the limit was not always enough
OXTR potentiator: potentiates the human oxytocin receptor response | P30559 | CHO-OTR cells, Fluo-8 calcium fluorescence, potentiator mode; 0% = oxytocin EC15, 100% = EC100 | activation, % at 3 µM | hit rate 0.061% among 320,000 | AID 2445;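 active means activation above that plate's cutoff, the mean activation of tested compounds plus 3 SD, cut at about 6.6% in these data, passing the limit was not always enough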;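 further: 100% uses oxytocin at 75 nM as the full agonist control; some results filed as inactive read as strong as hits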
Target sequence (P30559 whole entry, looked up): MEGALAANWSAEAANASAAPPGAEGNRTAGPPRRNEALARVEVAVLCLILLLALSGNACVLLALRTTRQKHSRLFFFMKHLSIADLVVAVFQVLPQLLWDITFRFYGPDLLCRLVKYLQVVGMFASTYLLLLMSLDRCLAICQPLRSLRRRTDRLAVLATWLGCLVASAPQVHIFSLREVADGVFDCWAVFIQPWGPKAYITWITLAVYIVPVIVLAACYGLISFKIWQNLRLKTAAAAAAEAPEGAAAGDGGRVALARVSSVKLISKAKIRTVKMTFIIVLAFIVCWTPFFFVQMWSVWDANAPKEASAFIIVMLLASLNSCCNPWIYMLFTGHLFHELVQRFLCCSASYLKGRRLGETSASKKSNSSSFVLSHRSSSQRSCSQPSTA
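Replication – single well per compound, singlicate · Assay system – CHO cell line stably expressing human OTR · Timing – 6 min pre-incubation, 100 s read · Measure – normalized max/min fluorescence ratio, % activation · Doses – 3.0 µM, one dose · Detection – Fluo-8 calcium dye fluorescence · Probe or stimulus – oxytocin near EC15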
CHRM4 antagonist: CHRM4 antagonism in calcium assay; P08173; CHO-hM4 cells, ACh EC80, Fluo-8 calcium fluorescence; inhibition, % at 3 µM; hit rate 0.73% among 360,000;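 active means inhibition above its plate's cutoff, the mean inhibition of sample wells plus 3 SD, cut at about 27% in these data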;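 further: 0% = acetylcholine EC80 with DMSO and 100% = DMSO without agonist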
CHRM4 agonist: agonists of human muscarinic M4 receptor (CHRM4); AID 624127; hit rate 0.14% among 360,000; activation, % at 3 µM; CHO-K1 hM4/Gqi5, Fluo-8 calcium fluorescence; vehicle 0%, full acetylcholine response 100%;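 active means activation above the run mean over all test wells plus 3 SD, cut at about 32% in these data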;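 further: peak over basal fluorescence ratio per well then scaled between controls; 0% = DMSO wells and 100% = acetylcholine at EC100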
* marks the source's active call; other numbers are inactive results; / = no result given. The order is random; any-hit rate near 2.9%.

Preview:
SMILES	M1 antag	M1 ag	CHO parental Ca	M1 ag parental	CHO-K1 Ca antag	CHRM1 PAM	OXTR potentiator	CHRM4 antagonist	CHRM4 agonist
Cc1cc(C)n(-c2nnc(C)n2NS(=O)(=O)c2ccc(F)cc2)n1	-25	-2	-4	0.0	-21	6	-1	-2	0
COc1ccc(C(=O)c2c(O)cc(-c3ccc(OC)cc3)oc2=O)cc1	-2	-3	3	0.1	0	-1	-7	8	0
C[C@@H]1CN([C@@H](C)CO)C(=O)CCCn2nncc2CO[C@H]1CN(C)Cc1ccc2c(c1)OCCO2	-10	-8	/	0.5	-9	0	/	3	0
OC1(c2cccc(C(F)(F)F)c2)CCN(Cc2nc(-c3cnccn3)no2)CC1	-10	0	-11	0.8	0	10	-5	1	2
Brc1cc2c(cc1/C=N/Nc1nc3ccccc3s1)OCO2	4	-5	-11	0.1	-1	-3	-8	-9	1
COc1ccccc1C(=O)NC(C)c1cccc2ccccc12 (stereo not drawn)	-11	-1	-25	1.1	-17	9	-5	-7	2
CN(C)S(=O)(=O)c1cccc(NC(=S)NC(=O)c2ccco2)c1	-13	-1	/	0.8	-1	5	/	-3	3

Main list, repeating the preview:
SMILES	M1 antag	M1 ag	CHO parental Ca	M1 ag parental	CHO-K1 Ca antag	CHRM1 PAM	OXTR potentiator	CHRM4 antagonist	CHRM4 agonist
Cc1cc(C)n(-c2nnc(C)n2NS(=O)(=O)c2ccc(F)cc2)n1	-25	-2	-4	0.0	-21	6	-1	-2	0
COc1ccc(C(=O)c2c(O)cc(-c3ccc(OC)cc3)oc2=O)cc1	-2	-3	3	0.1	0	-1	-7	8	0
C[C@@H]1CN([C@@H](C)CO)C(=O)CCCn2nncc2CO[C@H]1CN(C)Cc1ccc2c(c1)OCCO2	-10	-8	/	0.5	-9	0	/	3	0
OC1(c2cccc(C(F)(F)F)c2)CCN(Cc2nc(-c3cnccn3)no2)CC1	-10	0	-11	0.8	0	10	-5	1	2
Brc1cc2c(cc1/C=N/Nc1nc3ccccc3s1)OCO2	4	-5	-11	0.1	-1	-3	-8	-9	1
COc1ccccc1C(=O)NC(C)c1cccc2ccccc12 (stereo not drawn)	-11	-1	-25	1.1	-17	9	-5	-7	2
CN(C)S(=O)(=O)c1cccc(NC(=S)NC(=O)c2ccco2)c1	-13	-1	/	0.8	-1	5	/	-3	3
Cc1ccccc1NC(=O)c1ccno1	-13	0	7	0.9	-22	10	-4	-8	1
COc1cc2sc3cc(NCc4ccc(C)o4)ccc3c(=O)c2cc1OC	-5	-4	-18	9.0	-6	11	1	-12	0
Cc1ccc(-c2nnc(-c3ccncc3)n2-c2ccc(C)cc2)cc1	-7	-5	1	0.2	-1	3	3	0	0
Cc1nnc(NC(=O)c2cccc(S(=O)(=O)N3CCN(C)CC3)c2)s1	-13	-2	3	1.4	-7	5	-2	5	0
CN(C)c1ccc(-c2nn3c(-c4ccccc4Cl)nnc3s2)cc1	-3	-5	6	0.7	-1	4	-7	13	1
O=C(Nc1ccccc1N1CCOCC1)c1ccc([N+](=O)[O-])cc1	-18	-1	-14	0.2	-4	16	7	13	1
CCOc1cc(C(=O)OCc2ccc(OC)cc2)ccc1OCC(=O)N1CCOCC1	5	5	-19	2.8	-4	12	-8	2	6
OC(Cc1nc2ccccc2[nH]1)c1ccccc1Cl (stereo not drawn)	-4	-8	-10	0.7	-9	8	-5	-4	1
Cc1ccc(C(=O)C2CCNCC2)cc1	6	-2	-3	0.6	7	4	-5	6	1
COc1ccc(NC(=O)c2cc(C3CCCCN3C(=O)c3ccc(C#N)cc3)on2)c(C)c1 (stereo not drawn)	-25	0	/	3.0	-16	12	/	-8	6
COc1ccc(NC(=O)C2Cc3c(-c4ccc(NC(C)=O)cc4)ccnc3O2)cc1 (stereo not drawn)	14	-1	/	0.4	4	-7	/	8	1
CCOC(=O)C1=C(C)N=c2s/c(=C\c3ccc(OCC(=O)O)cc3)c(=O)n2C1c1ccc(Cl)cc1 (stereo not drawn)	-14	0	/	0.2	-7	5	/	-4	1
Cc1cc(O)c(C=Nc2cccc(Cl)c2)c(=O)o1	-2	-2	-5	1.7	7	4	-3	-7	2
Cc1ccc(C)c(/C=C/C(=O)c2ccccc(=O)c2O)c1	3	0	-21	0.9	-10	14	-2	14	1
c1csc(C(c2nnnn2C2CCCCC2)N2CCN(c3nc4ccccc4s3)CC2)c1 (stereo not drawn)	-6	-3	/	0.2	-10	2	/	0	0
Cc1cc(C)c(C)c(OCC(=O)N2CCCCCC2)c1	-3	-4	-10	-0.1	1	4	-3	-7	-1
COc1ccc(-c2nc(NC(=O)c3ccccc3)sc2-c2ccc([N+](=O)[O-])cc2)cc1	2	-6	-4	0.4	-3	-1	-5	6	1
COc1ccc(N(C)S(=O)(=O)c2c(C)noc2C)c(OC)c1	-4	-5	-11	3.5	-9	13	-7	1	7
Cn1c(SCC(=O)N/N=C/c2ccc([N+](=O)[O-])s2)nnc1-c1ccc(Cl)cc1	-6	-8	-4	1.4	-12	5	-9	2	3
COc1ccc(-c2cc(=O)oc3cc(OCC(=O)N(C)C4CCS(=O)(=O)C4)ccc23)cc1 (stereo not drawn)	-14	-3	-9	0.4	-7	12	-14	6	0
COc1cc(OC)cc(C(=O)N[C@H](C(=O)Nc2nc(-c3ccc(F)c(F)c3)cs2)C(C)C)c1	-8	-8	-15	0.4	0	8	-1	-5	0
Cc1cccc(N2C(=O)CC(Sc3nc(C)cc(C)n3)C2=O)c1 (stereo not drawn)	2	-4	-14	0.2	11	2	-10	-1	0
CCC(=O)Nc1ccc(NC(=O)CSc2nnnn2-c2cccnc2)cc1C	-16	-1	-1	0.7	-14	3	-1	5	1
Cc1cccc(-c2nnc(-c3ccc(N)cc3)o2)c1	-6	-2	-11	0.6	-4	8	-4	-15	4
O=C(NC(NC1CCS(=O)(=O)C1)C(Cl)(Cl)Cl)c1cccc(Cl)c1 (stereo not drawn)	-3	2	-14	0.4	10	6	-8	-3	3
COc1cccc(NC(=O)C2(C)CCN2CC2CCCCC2)c1 (stereo not drawn)	-3	-4	/	0.5	-8	5	/	4	-2
O=C(N/N=C/c1ccc2c(c1)OCO2)c1cccc(NC(=O)c2ccccc2Cl)c1	1	-1	-12	5.2	-4	-6	-11	0	11
CCOC(=O)c1c(NC(=O)Cn2nc(C(F)(F)F)cc2C)sc2c1CCC2	-17	-9	-1	-0.1	-6	8	-5	-6	-1
Cc1cc(C)c(NC(=O)Cc2ccc(-n3cccc3)cc2)c(C)c1	4	-4	-12	0.3	6	-1	-5	5	1
O=C(COC(=O)c1ccc([N+](=O)[O-])s1)NCc1ccc(F)cc1	0	0	-10	1.6	0	-3	-5	1	2
COc1ccc(OC)c(-n2c(C)ccc2-c2ccc(S(C)(=O)=O)cc2)c1	5	-2	-6	0.2	8	-3	-12	-9	2
CS(=O)(=O)c1ccc(Cl)c(NC(=O)CCN2C(=O)NC3(CCCC3)C2=O)c1	-2	-1	-6	0.3	-3	7	-3	-4	0
COCCCC1CCN(C(=O)C2CCC(=O)N(Cc3ccccc3F)C2)CC1 (stereo not drawn)	-19	-1	/	1.1	-7	9	/	5	1
Cc1ccccc1CS(=O)(=O)Cc1ccc(C(=O)N2CCOCC2)o1	-7	-5	-12	0.9	-6	7	-4	7	2
Cc1nn(-c2ccccc2)c(C)c1/C=N/NC(=O)CSc1nc2ccccc2c(=O)n1-c1ccccc1	7	-9	-31	0.2	15	-3	-10	3	3
CCCn1c(=O)c(F)cn(Cc2ccc(OC)c([N+](=O)[O-])c2)c1=O	4	-3	-19	0.5	5	-4	-7	4	1
Cn1c(N=Nc2ccccc2)nc2ccccc21	-12	-8	-19	-0.7	-3	4	-4	5	-1
C=CCSc1nnc(NC(=O)CSc2nc(CCC)cc(=O)[nH]2)s1	-6	-1	-4	2.2	-7	6	-17	1	1
CCOc1ccc(C2=C/C(=C/c3cccnc3)C(=O)O2)cc1	9	-1	-14	1.2	-13	0	-21	7	1
COC(=O)c1cccc(CSC(=S)N2CCCC2)c1	18	-6	-11	6.0	1	-11	-3	8	15
NC(=O)C1CCN(C(=O)CCC(=O)N2CCOc3ccc(Cl)cc32)CC1	-6	-3	-1	0.5	1	5	-5	-8	-1
O=C(N=C1SC2CS(=O)(=O)CC2N1c1cccc(Cl)c1Cl)C1CC1 (stereo not drawn)	-10	-1	-27	0.8	-16	6	-4	3	2
Cc1cc(C)n2c(NC3CCCCC3)c(CC(C)C)nc2n1	/	/	/	-0.1	-6	/	/	-2	-1
COC(=O)[C@H](CC(C)C)N(Cc1ccccc1)S(=O)(=O)N(Cc1ccccc1)[C@@H](CC(C)C)C(=O)OC	0	-1	15	0.3	-10	3	-7	-10	0
O=C(NCc1ccccn1)C1CCCN(S(=O)(=O)c2ccccc2)C1 (stereo not drawn)	-25	-5	-14	0.7	-25	5	-4	-6	0
CCOC(=O)c1cnc(-n2nc(C)cc2C)nc1NC1CCCCC1	19	0	71*	3.0	5	-5	-21	-9	4
O=S(=O)(c1ccc(F)c(F)c1F)N1CCN(C(=S)Nc2ccccc2)CC1	-9	-2	-6	1.6	-4	11	-19	7	3
COc1cc(C(=O)Nc2ccc3c(c2)OCO3)ccc1OCc1c(C)noc1C	-10	-6	-13	1.2	-14	7	2	10	2
Cc1cc(C(=O)COc2ccc(-c3nnco3)cc2)c(C)n1Cc1ccccc1	-1	-3	-2	2.4	-2	8	-4	6	6

Of the compounds above, three contain a furan ring, fused or not.
SMILES	M1 antag	M1 ag	CHO parental Ca	M1 ag parental	CHO-K1 Ca antag	CHRM1 PAM	OXTR potentiator	CHRM4 antagonist	CHRM4 agonist
CN(C)S(=O)(=O)c1cccc(NC(=S)NC(=O)c2ccco2)c1	-13	-1	/	0.8	-1	5	/	-3	3
COc1cc2sc3cc(NCc4ccc(C)o4)ccc3c(=O)c2cc1OC	-5	-4	-18	9.0	-6	11	1	-12	0
Cc1ccccc1CS(=O)(=O)Cc1ccc(C(=O)N2CCOCC2)o1	-7	-5	-12	0.9	-6	7	-4	7	2
